a7 integrin act – activators of alpha7 integrin expression for muscular dystrophy; Potency, µM (highest dose often 38.3 µM), for inactives: at the highest dose activation, actives largely listed as activators; 0.064% of 350,000 active; alpha7betagal myoblasts, beta-gal FDG fluorescence, 48 h;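 also: potency is read from the fitted curve at half-maximal effect; 100% = response of the positive control SU9516; nearly all actives have a fitted effect of over 60% in size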
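alpha7betagal+/- myoblasts (passage 13, 250/well) treated 48 h at 37C with compounds at 1:260 dilution of DMSO stock. Lysed, then beta-galactosidase activity read as FDG fluorescence (ex 480/em 540) after 30 min, with pre-read for autofluorescence.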
Eya2 phos inh – inhibitors of human Eya2 phosphatase activity; O00167; recombinant Eya2, OMFP fluorescence dephosphorylation (OMFP is methylfluorescein phosphate); Potency, µM (series often up to 76.9 µM), without a hit: at the highest dose activity, negative = inhibition, actives largely listed as inhibitors; 0.006% of 330,000 active; AID 488837; also: potency is read from the fitted curve at half-maximal effect; % is scaled to controls: 0 for no effect and ±100 for the full control effect
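Eya2 protein (added as 0.2 uM solution) was preincubated with compound for 10 min at ambient temperature in 50 mM HEPES pH 7.5, 50 mM NaCl, 5 uM MgCl2, 0.05% BSA, 1 mM DTT. OMFP (added at 50 uM) then reacted 10 min; fluorescence read at 485/525 nm.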
Mito fusion yeast – inhibitors of mitochondrial division or activators of mitochondrial fusion. S. cerevisiae fusion-defective mutant growth rescue, CellTiterGlo 48 h. Potency, µM (top dose mostly 46.1 µM), for the others: top-dose growth rescue (activation), hits mostly activators. 0.23% of 320,000 active;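 also: potency is read from the fitted curve at half-maximal effect; % of control where 0% means no effect; nearly all actives have a fitted effect of over 45% in size; temperature-sensitive fusion mutants such as fzo1-1 at 37 °C on non-fermentable ethanol glycerol medium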
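S. cerevisiae fusion-defective temperature-sensitive mutants (e.g. fzo1-1, mgm1-5) grown 48 h at 37C in YPEG (ethanol/glycerol non-fermentable) medium with 23 nl compound per well; growth rescue read as CellTiterGlo luminescence.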
A-T KAP1 phos – potential ataxia-telangiectasia treatments restoring KAP-1 phosphorylation; […] A-T fibroblasts, KAP-1 phosphorylation AlphaLISA; neocarzinostatin DNA damage 30 min before lysis; Potency, µM (highest dose often 57.5 µM), inactives show at the highest dose activation, hits mostly activators; 0.19% of 320,000 active; AID 485349; also: potency is read from the fitted curve at half-maximal effect; % of control where 0% means no effect; nearly all actives have a fitted effect of over 45% in size
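hTERT-immortalized A-T patient fibroblasts ([…]), 500 cells/well in OPTI-MEM, 1% FBS, got compounds for 60 min, then NCS for 30 min at 37C. Lysates were then assayed for phospho-KAP-1 by AlphaLISA (anti-pKAP1 donor, anti-KAP1 acceptor beads), 6 hr at 25C.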
TSHR antagonist – blocks TSH signaling through the human TSH receptor | P16473 | TSHR-expressing cells, TSH-stimulated cAMP HTRF, 2 h; stronger effect = lower value | activity change, negative = inhibition, % at 11.5 µM | 0.2% of 330,000 active | AID 504810;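 active = activity change below a set negative limit, meaning inhibition stronger than a set level, cut at about -70% in these data; inconclusive = activity change between two set negative limits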; also: % is scaled to controls: 0 for no effect and ±100 for the full control effect
Target sequence (P16473 whole entry, looked up): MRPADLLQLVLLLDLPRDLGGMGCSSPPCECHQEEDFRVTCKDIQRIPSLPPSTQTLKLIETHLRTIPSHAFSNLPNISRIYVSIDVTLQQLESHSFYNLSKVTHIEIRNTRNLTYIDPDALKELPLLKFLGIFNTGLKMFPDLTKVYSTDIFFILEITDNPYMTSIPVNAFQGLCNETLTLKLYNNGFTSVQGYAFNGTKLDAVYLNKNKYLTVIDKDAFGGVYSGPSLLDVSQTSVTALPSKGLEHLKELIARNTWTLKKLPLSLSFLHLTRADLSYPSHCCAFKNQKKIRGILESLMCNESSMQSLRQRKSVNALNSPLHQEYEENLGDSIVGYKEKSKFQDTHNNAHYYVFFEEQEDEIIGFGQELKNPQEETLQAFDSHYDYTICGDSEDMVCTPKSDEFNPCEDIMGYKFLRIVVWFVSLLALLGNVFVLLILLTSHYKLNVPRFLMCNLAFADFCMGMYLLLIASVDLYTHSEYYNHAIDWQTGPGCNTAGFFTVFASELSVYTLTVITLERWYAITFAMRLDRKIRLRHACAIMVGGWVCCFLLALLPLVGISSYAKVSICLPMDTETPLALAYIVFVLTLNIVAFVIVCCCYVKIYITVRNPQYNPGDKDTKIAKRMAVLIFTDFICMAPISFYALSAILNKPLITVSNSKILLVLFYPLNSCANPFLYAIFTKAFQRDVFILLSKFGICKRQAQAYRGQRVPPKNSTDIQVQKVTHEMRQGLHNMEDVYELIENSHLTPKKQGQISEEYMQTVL
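Antagonism was scored as loss of TSH-driven cAMP in TSHR cells, stimulated with 4nM TSH (EC80) for 2 hours at 37 deg C and detected by homogeneous HTRF competition immunoassay.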
TSG101-PTAP inh – blocks PTAP/TSG101 interaction to inhibit HIV-1 budding. 340,000 tested, under 10 active. Q99816. AID 493005. Fluorescence polarization, FITC-PTAP peptide / Tsg101 binding. Potency, µM (highest dose often 115 µM), for the others: at the highest dose activity change, negative = inhibition, usual class: inhibitors; active = well fitted inhibition curve with a large enough effect in the main read-out, with a control signal flat, not every such curve was filed as active; inconclusive = small, poorly fitted or top-dose-only effect, or effect the other way, or a change in a side signal; inactive = no such curve, though single readings can be large or run the other way; also: potency is read from the fitted curve at half-maximal effect; % of control where 0% means no effect
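Steps: Tsg101 binding domain dispensed (10 uM final), compounds pinned in DMSO, FITC-labeled PTAP-motif peptide added (50 nM final); after 20 min binding at room temperature, polarization measured.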
Tb PFK inh – inhibitors of T. brucei phosphofructokinase | O15648 | T. brucei PFK, ADP-Glo luminescence | Potency, µM (series often up to 57.5 µM), for the others: at the highest dose activity, negative = inhibition, actives largely listed as inhibitors | 0.17% of 330,000 active | AID 485367;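 also: potency is read from the fitted curve at half-maximal effect; 0% = uninhibited 1x PFK enzyme wells and -100% = no-enzyme wells; nearly all actives have a fitted effect of over 60% in size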
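1.25 nM PFK with 0.5 mM F6P and 0.1 mM ATP in 0.1 M TEA pH 8.0, 5 mM MgCl2, incubated 45 min at room temperature; ADP measured by ADP-Glo luminescence; compounds titrated up to 57 uM.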
S-ASM inh – blocks human secretory acid sphingomyelinase; P17405; placental ASM, HMU-PC fluorogenic substrate, 60 min; Potency, µM (doses to about 57.5 µM), for the others: top-dose activity change, negative = inhibition, actives largely listed as inhibitors; 0.006% of 340,000 active; AID 504937; also: potency is read from the fitted curve at half-maximal effect
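Human placenta-derived ASM enzyme was preincubated with compound for 10 minutes at room temperature, then given fluorogenic substrate HMU-PC0 (9 uM final) for 60 minutes at 37 °C; a pH 10 stop preceded fluorescence reading at Ex 386/Em 447 nm.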
TCR act – T cell receptor activation; primary human leukocytes, anti-CD3, IL-2 HTRF, 48 h; Potency, µM (titrated, usually from 9.22 µM), without a hit: at the top dose activation of IL-2 secretion, most hits filed as activators; 330,000 tested, under 10 active; also: % of control where 0% means no effect
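Compounds are tested in HTS on primary human leukocytes co-incubated with a-CD3 beads for 48 hr. IL-2 output is measured by time-resolved FRET.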
Chronic BCR inh – inhibitors of chronic active B-cell receptor signaling | ABC-DLBCL IkBa-CBG/CBR reporter, luminescence ratio, 4 h | Potency, µM (highest dose often 46.1 µM), for the others: at the top dose ratio change, negative = lower green/red ratio, most hits filed as inhibitors | 0.05% of 340,000 active | AID 493014; active = well fitted inhibition curve with a large enough effect in the signal ratio, with a control signal flat, not every such curve was filed as active; inconclusive = small, poorly fitted or top-dose-only effect, or effect the other way, or a change in a side signal; the % refers to the signal ratio;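 also: potency is read from the fitted curve at half-maximal effect; plate controls were basal doxycycline-induced cells for no effect and cells given 10 µM MG132 for full effect; MG132 reads +100%, hits lower the ratio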
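Doxycycline induced both beetle luciferases in TMD8 lymphoma cells; IKK-driven degradation limits the IkappaBalpha-fused green signal, while red luminescence normalises for cell number and nonspecific effects. Compounds tested up to 46 uM, 4 hrs.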
ELG1 DNA repair – blocks ELG1-dependent DNA repair in HEK293T cells; AID 504467; Potency, µM (highest dose often 46.1 µM), for the others: at the top dose activity change, negative = inhibition, most hits filed as inhibitors; HEK293T ELG1-luciferase reporter, luminescence, 16 h; DNA damage induced by 5-fluorouridine; 2.3% of 330,000 active; also: potency is read from the fitted curve at half-maximal effect; % is scaled to controls: 0 for no effect and ±100 for the full control effect; nearly all actives have a fitted effect of over 55% in size
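Quantitative HTS, concentration-response format. 2,000 cells/well co-treated with 5-fluorouridine and compound, 16 hr in 5% CO2 at 37 °C; ONE-Glo luminescence read after 30 min.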
Active calls of the source: *; u = inconclusive; x = no result given; [ ] = dose if it differs, or a comment. Unless noted, calls follow the shape of the dose curve; as a rule, active = well fitted curve in the direction sought with a large enough effect; inconclusive = small, poorly fitted or top-dose-only effect, or another doubt; inactive = no such curve, though single readings can be large; an effect the other way counts as inactive or inconclusive.

SMILES	a7 integrin act	Eya2 phos inh	Mito fusion yeast	A-T KAP1 phos	TSHR antagonist	TSG101-PTAP inh	Tb PFK inh	S-ASM inh	TCR act	Chronic BCR inh	ELG1 DNA repair
Cc1ccc(/C=c2\s/c(=C(/C#N)C(=O)N3CCCC3)n(Cc3ccco3)c2=O)s1	-7%	-7%	-3%	-12%	0	u	-15%	-14%	4%	u	13µM*
CCCCC(CC(C)O)c1n[nH]c(=S)n1-c1ccccc1 (centres undefined)	1%	-1%	-3%	-9%	7	-1%	2%	-2%	-9%[46.1 µM]	-4%	5%
COc1ccc2sc(NC(=O)c3ccco3)nc2c1	12%	7%	0%	4%	-20	-8%	-1%	0%	-2%	u	u
O=C(N/N=C/c1ccc(Cl)c(Cl)c1)c1ccc2nc[nH]c2c1	0%	0%	-10%	7%	-10	4%	-8%	3%	-4%	u	-1%
Oc1c(C(c2ccco2)N2CCOCC2)sc2ncnn12 (centres undefined)	-6%	5%	2%	-3%	8	-5%	0%	9%	2%	16%	1%
Cc1ccccc1C(=O)Nc1nnc(SCC(=O)NCc2ccco2)s1	-4%	-12%	-3%	5%	38	-2%	0%	-1%	1%	1%	u
O=C(Cn1nc(-c2ccccc2)c2ccccc2c1=O)NCC1CCCO1 (centres undefined)	-22%	14%	1%	10%	9	-4%	3%	-2%	5%	0%	5%
COc1ccc(NC(=O)C(=O)NCCN2CCN(C(=O)c3ccco3)CC2)cc1	12%	7%	3%	2%	-7	-3%	1%	0%	1%	10%	-12%
Cc1ccc(C)c(NC(=O)C(Sc2nc3ccccc3c(=O)n2CC(C)C)c2ccccc2)c1 (centres undefined)	1%	-2%	-4%	5%	-5	-5%	-1%	-4%	7%[46.1 µM]	-3%	u
N#Cc1c(-c2ccco2)nc(SCC(=O)Nc2ccc(S(N)(=O)=O)cc2)[nH]c1=O	x	23%	0%	4%	-1	x	-1%	x	x	u	1%
COc1cccc(NC(=O)CN(C)C(=O)c2cc3c(s2)CCC(C)C3)c1 (centres undefined)	-4%	-13%	10%	0%	6	-3%	7%	-5%	4%	-22%	14%
Oc1cc(Cc2ccccc2)cnc1CN1CCCCC1	-9%	10%	-3%	3%	50	0%	-3%	4%	0%	3%	19%
Cc1nnc(SC(C)C(=O)Nc2sc3c(c2C#N)CCCC3)[nH]c1=O (centres undefined)	0%	-13%	8%	1%	-48	-3%	1%	5%	-3%	-1%	9%
CCn1c2ccccc2c2cc(N=C3SC(CC(=O)Nc4ccccc4OC)C(=O)N3C)ccc21 (centres undefined)	u	-10%	-17%	-1%	11	-7%	3%	-17%	-1%	-2%	u
CCOc1cc(C(=O)N/N=C/C2CC=CCC2)cc(OCC)c1OCC (centres undefined)	17%	-8%	5%	-5%	19	2%	-4%	3%	2%[46.1 µM]	u	12%
CCOCCCNC(=S)N(Cc1ccccc1)Cc1nc2ccccc2c(=O)[nH]1	24%	-9%	2%	3%	-3	0%	-11%	4%	-7%[46.1 µM]	0%	u
O=C(COC(=O)c1cccnc1)Nc1ccccc1	3%	3%	-6%	5%	-4	0%	-4%	0%	-7%[46.1 µM]	4%	-2%
Cc1ccc2c(c1)C1CC(C)(O2)N(c2cccc(C(=O)NCc3ccccn3)c2)C(=O)N1 (centres undefined)	-6%	-1%	1%	-2%	-9	-4%	-1%	0%	-7%	-16%	-18%
CCN(CC)S(=O)(=O)c1ccc(Nc2ccc(-c3ccc4c(c3)OCCO4)nn2)cc1	3%	8%	-3%	1%	11	-3%	-6%	-7%	10%	1%	u
COc1cccc2sc(N(CCCN(C)C)C(=O)c3sc4ccccc4c3Cl)nc12	-15%	0%	-8%	2%	7	-5%	-7%	-8%	-10%[46.1 µM]	u	2%
c1ccc(Cc2nnc3sc(-c4ccc5c(c4)OCCO5)nn23)cc1	0%	-10%	14%	8%	-1	3%	3%	1%	13%	-2%	u
NS(=O)(=O)c1ccc(NC(=O)CCC(=O)c2cccs2)cc1	-2%	-5%	1%	3%	11	1%	-6%	-5%	-14%	-2%	20%
CCCCOC(=O)Cn1c(-c2ccccc2)nc2ccccc2c1=O	-9%	-8%	0%	13%	4	-1%	0%	-7%	-1%	5%	0%
CC1CCN(C(=O)CSc2nnc(-c3cccnc3)n2C2CCCCC2)CC1	-6%	22%	-2%	-5%	0	-6%	0%	1%	-1%	-1%	-13%
COC(=O)[C@]1(C)N[C@H](c2ccc(-c3cccc(Cl)c3)cc2)[C@@H]2C(=O)N(C)C(=O)[C@@H]21	-5%	-2%	x	3%	-1	-1%	0%	-6%	-5%	-2%	-2%
Following part:
SMILES	a7 integrin act	Eya2 phos inh	Mito fusion yeast	A-T KAP1 phos	TSHR antagonist	TSG101-PTAP inh	Tb PFK inh	S-ASM inh	TCR act	Chronic BCR inh	ELG1 DNA repair
N#CCSc1n[nH]c2nc3c(c(=O)n12)C1(CCCCC1)Cc1ccccc1-3	-10%	1%	-3%	38%	1	0%	-7%	x	4%	7%	u
COc1ccc(OCc2ccc(/C=N\NC(=O)c3sccc3C)o2)cc1	-23%	-10%	-1%	-1%	0	1%	1%	3%	-5%	u	u
Cc1nn(Cc2ccccc2)c(C)c1NC(=O)CCCn1nc(C)c([N+](=O)[O-])c1C	24%	5%	2%	-7%	15	-4%	-1%	-4%	-5%[46.1 µM]	3%	-3%
CCOC(=O)CC1C(=O)NCCN1C(=S)Nc1ccccc1 (centres undefined)	22%	6%	-1%	1%	3	-2%	-8%	5%	-3%[46.1 µM]	2%	17%
COC(=O)CCCCCCCC(=O)Nc1nnc(C(F)(F)F)s1	17%	6%	-6%	-1%	20	-2%	-2%	1%	2%	u	7%
O=C(NCCc1ccccc1)c1ccc2[nH]c(=O)c(=O)[nH]c2c1	-5%	-5%	7%	2%	-8	-3%	-10%	4%	4%	6%	1%
COc1cc(C(=O)NCC(=O)N2CC=C(c3ccccc3)CC2)cc(OC)c1OC	-19%	15%	-7%	-1%	-6	1%	-9%	-1%	0%	2%	0%
COc1ccccc1N1CCN(C(=O)c2ccc(CN3CCc4ccccc4C3)cc2)CC1	-31%	-8%	-4%	2%	-1	-4%	2%	-1%	1%	12%	u
Cc1cc(C)n(-c2ccc(C(=O)Nc3cc(C(F)(F)F)ccc3N3CCOCC3)cc2)n1	8%	-30%	3%	4%	-3	1%	-3%	5%	7%	-9%	-8%
O=C(CSCCSCC(=O)c1ccco1)c1ccco1	x	26%	0%	-5%	-3	x	u	x	x	0%	2%
CN(C)C(CNC(=O)c1ccc(C2SCCS2)cc1)c1ccccc1 (centres undefined)	-15%	-2%	-2%	-1%	7	-8%	0%	-1%	-3%	u	u
CO/N=C/C(C#N)c1ncc(C(F)(F)F)cc1Cl (centres undefined)	9%	2%	-2%	-2%	12	-2%	0%	-11%	x	12%	-14%
C=CCNC(=S)Nc1cc(Cl)ccc1OC	-3%	3%	2%	0%	8	-2%	-1%	3%	-5%[46.1 µM]	1%	14%
S=C1NCN(Cc2cccnc2)CN1	27%	5%	5%	-6%	-6	-1%	0%	-2%	5%	-9%	-21%
COc1ccc(NC(=O)CN(C)C(=O)c2ccc(NS(=O)(=O)c3cccc([N+](=O)[O-])c3)cc2)cc1	6%	8%	0%	-7%	-3	-6%	-1%	-1%	1%	-1%	10%
COc1cc(OC)nc(NC2OC(=O)c3ccccc32)n1 (centres undefined)	0%	7%	4%	4%	20	-6%	9%	-1%	-5%	-1%	-5%
Cc1ccc(OCc2cccc(S(=O)(=O)N(C)C)c2)c([N+](=O)[O-])n1	8%	-11%	-1%	6%	1	3%	4%	-2%	1%	-1%	-21%
CN(C)c1ccc(NC(=O)Nc2cccc3ccccc23)cc1	u	-26%	-2%	-5%	-12	-6%	-2%	-3%	-6%	u	u
O=C(c1ccc2c(=O)n3c(nc2c1)CCCCC3)N1CCCCC1	-33%[inhibitor]	8%	6%	-1%	-6	-9%	5%	3%	2%	-1%	u

Screening results: PubChem BioAssay, National Center for Advancing Translational Sciences (NCATS)
